Giardia kill – Giardia lamblia killing; hit rate 0.15% among 340,000; Giardia lamblia trophozoite viability; activity change, % at 7.66 µM, hits read low; in the data active means activity change below about -80%; inconclusive means between about -30% and that limit;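 further: parasites exposed to compound for two days anaerobically before the ATP read; on the % scale 0 is the no-effect control and ±100 the full control effect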
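Trophozoites 100 cells/well + cpd; 48 hrs, 37 deg C, anaerobic. ATPLite 1-Step added, 15-30 min RT, luminescence read (ATP-based viability).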
FLuc counter – inhibits or activates purified firefly luciferase, miR-21 counter-screen. purified FLuc, Km substrates, luminescence inhibition. Potency, µM (titrated, usually from 57.5 µM), for the others: at the top dose activity change, negative = inhibition, usual class: inhibitors. hit rate 6.9% among 360,000. AID 588342;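 further: potency means the concentration at half of the fitted maximal effect; plate controls were vehicle for no effect and reference inhibitor for full effect; nearly all actives have a fitted effect of over 55% in size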
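Biochemical qHTS of compounds, final roughly 60 µM downward over six points, against 10 nM purified firefly luciferase using Km concentrations of substrates (10 uM D-luciferin, 10 uM ATP) in Tris acetate pH 7.5 buffer; luminescence output.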
p53 reactivator – re-activators of mutant p53. H1299 p53-A138V BP100-luciferase reporter, luminescence, 24 h. Potency, µM (series often up to 92.2 µM), for inactives: top-dose activity change, positive = activation, actives largely listed as activators. hit rate 0.063% among 320,000; further: potency means the concentration at half of the fitted maximal effect; % of control where 0% means no effect; nearly all actives have a fitted effect of over 45% in size
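H1299 (p53-null), stable ts p53-A138V + BP100-Luc; 1000 cells/well, Opti-MEM/10% FBS; cpd 4 pt, 1:5; 24 h, 37 deg C, 5% CO2; detection reagent 10 min RT; luminescence.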
PKM2 activator – increases activity of human pyruvate kinase M2. P14618. purified PKM2, Kinase-Glo ATP luminescence, activation; response scale: 0% is enzyme alone, no compound. Potency, µM (highest dose often 57.5 µM), for the others: top-dose activation, actives largely listed as activators. hit rate 0.34% among 260,000. AID 1631; further: potency means the concentration at half of the fitted maximal effect; on the % scale 0 is the no-effect control and ±100 the full control effect; nearly all actives have a fitted effect of over 55% in size
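hPK-M2, >95% pure; 0.1 mM ADP / 0.5 mM PEP final; imidazole pH7.2 buffer w/ 7 mM MgCl2, 50 mM KCl; 1 h RT; Kinase-Glo lum. Intermediate enzyme activity for dual inhibitor/activator qHTS.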
VP16 counter – inhibits Gal4-VP16 luciferase reporter, ROR gamma counter-screen | Drosophila S2 Gal4-VP16 UAS-luciferase, luminescence, 20 h | Potency, µM (top dose mostly 53.6 µM), for the others: top-dose activity, negative = inhibition, hits mostly inhibitors | hit rate 3.5% among 310,000;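 further: Gal4-VP16 expression switched on by copper sulfate through the metallothionein promoter; potency means the concentration at half of the fitted maximal effect; on the % scale 0 is the no-effect control and ±100 the full control effect; nearly all actives have a fitted effect of over 50% in size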
RORg inh – blocks mouse ROR gamma transcriptional activity; AID 2551; Potency, µM (titrated, usually from 53.6 µM), without a hit: at the highest dose activity change, negative = inhibition, usual class: inhibitors; hit rate 5.4% among 310,000; Drosophila S2 Gal4-RORgamma UAS-luciferase reporter, 20 h; further: potency means the concentration at half of the fitted maximal effect; on the % scale 0 is the no-effect control and ±100 the full control effect; nearly all actives have a fitted effect of over 60% in size
Target sequence (P51450 whole entry, looked up, the tested form may be a part): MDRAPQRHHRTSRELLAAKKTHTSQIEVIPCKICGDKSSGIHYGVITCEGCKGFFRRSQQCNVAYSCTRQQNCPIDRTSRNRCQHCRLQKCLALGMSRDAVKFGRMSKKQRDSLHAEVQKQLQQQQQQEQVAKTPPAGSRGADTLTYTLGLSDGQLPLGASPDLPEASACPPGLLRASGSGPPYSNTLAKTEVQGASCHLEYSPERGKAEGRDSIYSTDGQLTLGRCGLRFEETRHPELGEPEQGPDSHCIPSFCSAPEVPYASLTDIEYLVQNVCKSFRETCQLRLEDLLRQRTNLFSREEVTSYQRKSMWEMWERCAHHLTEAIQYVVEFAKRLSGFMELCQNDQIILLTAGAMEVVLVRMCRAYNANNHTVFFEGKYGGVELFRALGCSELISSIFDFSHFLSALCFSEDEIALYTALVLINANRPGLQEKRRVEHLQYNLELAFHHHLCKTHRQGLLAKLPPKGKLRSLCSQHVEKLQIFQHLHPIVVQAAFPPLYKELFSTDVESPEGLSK
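Schneider cells (Drosophila), stable Gal4 DBD–ROR gamma + UAS-luc; 1 hr cmpd preincubation; Cu2+ induction 700 uM final; 20 hr ambient; luminescence.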
Menin MLL FP TR – menin-MLL binding inhibition, Texas Red mutant peptide. O00255. Menin + Texas Red MLL mutant peptide, fluorescence polarization. Potency, µM (series often up to 61.6 µM), inactives show top-dose FP activity change, negative = inhibition, usual class: inhibitors. hit rate 0.23% among 270,000. AID 1768; active means well fitted inhibition curve with a large enough effect in the polarisation, with a control signal flat, not every such curve was filed as active; inconclusive means small, poorly fitted or top-dose-only effect, or effect the other way, or a change in a side signal; inactive means no such curve, though single readings can be large or run the other way; the % refers to the polarisation; further: potency means the concentration at half of the fitted maximal effect; % of control where 0% means no effect; many of its hits are not listed in these tables
Target sequence (O00255 whole entry, looked up): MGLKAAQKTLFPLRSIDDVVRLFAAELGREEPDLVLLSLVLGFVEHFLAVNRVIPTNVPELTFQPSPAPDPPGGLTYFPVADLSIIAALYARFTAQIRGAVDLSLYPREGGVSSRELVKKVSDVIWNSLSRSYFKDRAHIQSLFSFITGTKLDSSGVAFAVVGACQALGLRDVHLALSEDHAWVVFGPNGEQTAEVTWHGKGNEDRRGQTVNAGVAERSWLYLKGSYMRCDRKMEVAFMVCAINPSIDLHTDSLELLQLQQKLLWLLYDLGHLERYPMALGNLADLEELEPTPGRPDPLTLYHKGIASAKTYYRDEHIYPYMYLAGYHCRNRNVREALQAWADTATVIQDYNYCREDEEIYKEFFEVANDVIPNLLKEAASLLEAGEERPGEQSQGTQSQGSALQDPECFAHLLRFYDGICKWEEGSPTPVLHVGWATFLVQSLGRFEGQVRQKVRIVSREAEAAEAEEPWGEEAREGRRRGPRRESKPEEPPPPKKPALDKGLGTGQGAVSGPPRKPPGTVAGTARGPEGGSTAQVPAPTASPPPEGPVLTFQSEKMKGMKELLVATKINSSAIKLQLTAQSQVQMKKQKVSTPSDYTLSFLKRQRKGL
BRCA1 expr act – increases BRCA1 expression; MCF7-BRCA1-FFLuc reporter, luminescence, 48 h; response scale: scaled: vehicle 0%, 10 µM genistein 100%; Potency, µM (top dose mostly 46.1 µM), inactives show top-dose activation, most hits filed as activators; hit rate 1.1% among 380,000; further: potency means the concentration at half of the fitted maximal effect; nearly all actives have a fitted effect of over 80% in size; some results filed as inactive show a strong effect at the top dose
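MCF7-BRCA1-FFLuc cells, 2000/well in phenol-red-free MEM, attached 2 h then treated 48 h at 37 C. Luciferase luminescence read 15 min after reagent; normalized to genistein maximum activation (10microM) and DMSO, concentration-response fitted.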
NPC1 prom act – activates the NPC1 promoter; Huh7 NPC1 promoter luciferase reporter, 24 h; Potency, µM (doses to about 9.22 µM), for inactives: at the highest dose activation, usual class: activators; hit rate 2.4% among 320,000; AID 485313;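 further: potency means the concentration at half of the fitted maximal effect; % of control where 0% means no effect; nearly all actives have a fitted effect of over 60% in size; reporter is driven by a mutant NPC1 promoter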
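Stable NPC1-promoter luciferase Huh7 line; cpd (DMSO) 24 h, 37 °C, 5% CO2; Amplite luciferase reagent 10 min RT; luminescence readout. qHTS format.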
ELG1 genotox – genotoxicity induction in ELG1-luciferase HEK293T cells | HEK293T ELG1-luciferase reporter, luminescence, 16 h | Potency, µM (titrated, usually from 46 µM), without a hit: top-dose activity change, positive = activation, actives largely listed as activators | hit rate 1.3% among 330,000 | AID 504466; further: potency means the concentration at half of the fitted maximal effect; % of control where 0% means no effect; nearly all actives have a fitted effect of over 60% in size
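Screening used a luciferase reporter fused to human ELG1 in HEK293T cells. Luminescence was read on a CCD plate imager after 16 hr exposure and 30 min ONE-Glo incubation.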
Rab9 promoter act – activators of Rab9 promoter. Huh7 Rab9 promoter-luciferase reporter, luminescence, 24 h. Potency, µM (top dose mostly 9.22 µM), for the others: top-dose activation, negative = inhibition, usual class: activators. hit rate 2.8% among 320,000. AID 485297; further: potency means the concentration at half of the fitted maximal effect; % of control where 0% means no effect; nearly all actives have a fitted effect of over 60% in size
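Using Huh7 cells stably transfected with Rab9 promoter–luciferase, compounds were incubated 24 h at 37 °C, 5% CO2; luciferase luminescence was read 10 min after reagent addition.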
The depositor's hits bear a star; ? = inconclusive; . = not tested or not shown; ! = repeats disagree; [ ] = another dose, or the depositor's remark. Unless noted, the call rests on the fitted dose curve; in most records, active means well fitted curve in the direction sought with a large enough effect; inconclusive means small, poorly fitted or top-dose-only effect, or another doubt; inactive means no such curve, though single readings can be large; an effect the other way counts as inactive or inconclusive.

Compound	Giardia kill	FLuc counter	p53 reactivator	PKM2 activator	VP16 counter	RORg inh	Menin MLL FP TR	BRCA1 expr act	NPC1 prom act	ELG1 genotox	Rab9 promoter act
C=CCn1c(O)c(N=NC(=O)c2ccccc2NS(=O)(=O)c2cccs2)c2ccccc21	17	-18%	5%	-13%	-19%	?	?	-13%	5%	2%	-3%
CCOC(=O)c1ccccc1NS(=O)(=O)c1ccc(OCC)cc1	10	0%	11%	-8%	-15%	2%	12%	-87%	-32%[inhibitor]	-1%	-24%
O=C(NC1CCCc2ccccc21)C1CCCN(S(=O)(=O)c2cnc[nH]2)C1 (configuration not stated)	?	5%	-8%	0%	-1%	34%	3%	-10%	2%	1%	-8%
CSc1ccc(/C=c2\s/c(=C\C(=O)C(C)(C)C)n(CC(=O)NCCC3=CCCCC3)c2=O)cc1	-22	-2%	13%	3%	3%	-8%	-11%	4%	-6%	13%	-4%
O=C(c1ccc(C(F)(F)F)cc1)C1CCCN(C(=O)CCc2ccncc2)C1 (configuration not stated)	-30	-2%	-7%	.	1%	?	.	-26%	-7%	-8%	-4%
CN(CC(=O)NCCN1CCN(c2ccccc2)CC1)S(=O)(=O)c1ccc2c(c1)CCC(=O)N2	-3	0%	4%	1%	6%	16%	-9%	-13%	0%	-5%	12%
COc1cc(C(=O)NCC(=O)NC(C)c2ccc(-n3ccnc3)cc2)cc(OC)c1OC (configuration not stated)	5	4%	6%	.	.	.	.	-6%	0%	0%	1%
CCN(C(=O)CSc1nnc(SC(C)C)s1)C1CCS(=O)(=O)C1 (configuration not stated)	0	2%	3%	.	.	.	.	5%	-4%	2%	4%
COc1cc(Cl)c(C)cc1NC(C)C(=O)Nc1cc(C(F)(F)F)ccc1N1CCOCC1 (configuration not stated)	-10	1%	-3%	-5%	-2%	-5%	0%	-46%	-3%	0%	-3%
CCC(=O)Nc1cc(=O)[nH]c2ncnn12	-7	3%	2%	6%	0%	3%	9%	-5%	-2%	4%	3%
COc1ccc(OC)c(NC(=O)c2cc(S(=O)(=O)N(C)C)ccc2N2CCCC2)c1	20	4%	-6%	.	.	.	.	-47%	-3%	5%	1%
CCN1CCN(C/C(C)=C/c2ccccc2)CC1	-9	10%	.	-2%	-6%	-26%	5%	1%	-2%	-1%	0%
CCOc1ccc(CCN2C(=O)c3ccc(C(=O)O)cc3C2=O)cc1OCC	-9	-1%	16%	11%[11.5 µM]	-11%	-20%	5%	9%	-1%	0%	1%
CN(CCc1ccccn1)C(=O)c1cccnc1Oc1ccc(Cl)cc1	-3	-1%	-1%	-5%	2%	28%	.	-32%	-1%	0%	-3%
COc1ccc(-c2nnn(CC(=O)N(Cc3ccccc3Cl)C(C(=O)NCC3CCCO3)c3ccco3)n2)cc1 (configuration not stated)	17	3%	-1%	-3%	-13%	23%	-3%	-28%	0%	-1%	-4%
COc1cc(-c2cc(C(=O)NCc3ccco3)c3ccccc3n2)cc(OC)c1OC	12	-2%	-6%	6%	-1%	-9%	-1%	-54%	-4%	-22%	-1%
O=C(CCCn1c(SCc2cc(=O)n3cc(Cl)ccc3n2)nc2ccccc2c1=O)NCC1CCCO1 (configuration not stated)	-11	-4%	1%	-10%	-2%	-6%	.	-3%	0%	-6%	1%
CC(C)(C)SCCNC(=O)c1ccc(CN2CCc3ccccc3C2)cc1	10	?	12%	.	7%	26%	?	33%	14%	0%	14%
CCOc1ccc(-c2c(C(=O)N/N=C/c3cccs3)nnn2-c2nonc2N)cc1	16	-4%	-17%	.	6.3µM*	2.2µM*	.	-15%	-2%	-5%	-1%
Cc1cc(C)c2c(CC(=O)O)coc2c1	-18	-3%	0%	-3%	1%	12%	2%	-20%	-1%	-4%	-1%
COC(CNC(=O)c1ccc2c(c1)nc(C)n2-c1ccc(F)c(F)c1)OC	-13	1%	1%	-11%	-1%	-8%	3%	1%	-3%	2%	1%
COCC1CCN(C(=O)C2CCC(=O)N(CC3CCCCC3)C2)CC1 (configuration not stated)	-11	6%	-2%	.	10%	-17%	.	-11%	0%	1%	3%
CCC1CN(C(=O)N2CCC(C(=O)Nc3ccccc3F)CC2)c2ccccc2O1 (configuration not stated)	25	11µM*!	0%	.	-5%	9%	.	-2%	-1%	-3%	3%
N#Cc1nc(COc2ccc(Cl)cc2Cl)oc1N1CCN(c2ccccc2)CC1	6	6%	3%	-2%	11%	?	-12%	4%	-1%	0%	-4%
N#C/C(=C/Nc1ccccc1C(=O)O)C(N)=O	-15	-1%	5%	?	-9%	3%	.	14%	1%	0%	-1%
Cc1nc2cc3nc(C)sc3cc2s1	-14	12µM*	?	?	?	-4%	-23%	?	?	?	4µM*
CCOc1ccc2nc(NS(=O)(=O)c3ccc4c(c3)n(C)c(=O)n4C)sc2c1	1	0%	-4%	2%	16%	-8%	?	-23%	-10%	4%	0%
Cc1nn(Cc2c(Cl)cccc2Cl)c(Cl)c1/C=C/C(=O)OCC(=O)NCC(F)(F)F	-3	1%	1%	2%	6%	?	1%	-4%	1%	5%	-14%
O=C(NC1CCCC1)C(c1ccco1)N(C(=O)c1ccco1)c1ccccc1 (configuration not stated)	15	0%	4%	.	-18%	19%	.	-18%	0%	1%	1%
CCCCCNC(=O)N[C@H](C(=O)O)C(C)C	-11	-2%	?	2%	3%	-24%	-4%	-25%	-7%	5%	2%

Sorted by value in Rab9 promoter act (descending): 3 of the compounds above
Structure,p53 reactivator,PKM2 activator,RORg inh,Menin MLL FP TR,NPC1 prom act,Rab9 promoter act
CCC1CN(C(=O)N2CCC(C(=O)Nc3ccccc3F)CC2)c2ccccc2O1 (configuration not stated),0%,.,9%,.,-1%,3%
CCOc1ccc2nc(NS(=O)(=O)c3ccc4c(c3)n(C)c(=O)n4C)sc2c1,-4%,2%,-8%,?,-10%,0%
N#C/C(=C/Nc1ccccc1C(=O)O)C(N)=O,5%,?,3%,.,1%,-1%

The listing continues.
Compound	Giardia kill	FLuc counter	p53 reactivator	PKM2 activator	VP16 counter	RORg inh	Menin MLL FP TR	BRCA1 expr act	NPC1 prom act	ELG1 genotox	Rab9 promoter act
C=CCN1C(=S)N[C@@H]2CS(=O)(=O)C[C@@H]21	4	-1%	0%	7%	11%	-5%	.	33%	-1%	-1%	-2%
CCOC(=O)c1cc2c3ccccc3n(CC)c2nc1N	31[activator]	-18%	-7%	-13%	-15%	-1%	6%	-3%	2%	-2%	12%
COc1ccc(N=Nc2cnc(C)nc2-c2ccccc2)cc1	6	-19%	-2%	-5%	23%	-39%	20%	14%	14%	0%	9%
CCc1cccc(NC(=O)CCCN2C(=O)C(c3ccccc3)Oc3cccnc32)c1 (configuration not stated)	-14	-1%	-4%	.	6%	18%	.	-27%	18%	-8%	0%
Cc1ccc(S(=O)(=O)N2CCCCC2)cc1NC(=O)COC(=O)Cc1ccc(Cl)cc1	8	-4%	3%	-18%	-7%	19%	3%	0%	8%	2%	-4%
O=C(N/N=C/c1ccc(O)cc1)/C(=C/c1ccc([N+](=O)[O-])cc1)NC(=O)c1ccccc1	-4	-2%	-2%	-2%	6%	4%	?	35%	-3%	-2%	8%
O=c1c2ccccc2nc2c3ccccc3c(NCc3ccccn3)nn12	-28	5%	-8%	4%	-11%	-9%	?	1%	1%	-9%	-2%
CC(C)C(=O)Nc1ccc(S(=O)(=O)Nc2nccc(/C=C/c3ccccc3)n2)cc1	-1	1%	-6%	13%	24%	-7%	2%	-21%	-9%	3%	-5%
COc1ccc(N2C(=O)CC(SCC(=O)O)C2=O)cc1 (configuration not stated)	2	-2%	2%	-7%	-12%	-22%	5%	4%	-3%	5%	8%
CCOC(=O)CSc1nc2c(sc3ccc([N+](=O)[O-])cc32)c(=O)n1Cc1ccco1	10	-2%	-8%	?	5.6µM*	8.9µM*	21%	-5%	-4%	-2%	-14%
O=C1CN(C(=O)CSc2nnc(C3CC3)n2-c2ccccc2)c2ccccc2N1	26	6%	-11%	23%	-1%	21%	-19%	10%	1%	-2%	8%
CC1CCc2c(C(=O)Nc3ccc(N4CCOCC4)cc3)csc2C1 (configuration not stated)	-17	?	-4%	2%	-27%	15%	2%	1%	-1%	9%	-8%
O=C(NCC(=O)N1CCc2ccccc2C1)c1ccc(Cl)cc1Cl	13	-13%	3%	.	6%	-1%	5%	17%	1%	1%	0%
Cc1cc(C)c(NC(=O)CN(C)C(=O)CNC(=O)c2cccs2)c(C)c1	-15	5%	-3%	.	.	.	.	0%	0%	-1%	-1%
CCn1cc(C(=O)N(C)c2ccc(OC)cc2)c2cc(OC)c(OC)cc2c1=O	10	-1%	-2%	.	5%	13%	-14%	4%	0%	0%	5%

These rows are one share of the data (hit frequency here may not be typical).
